Screens deposited in PubChem by several laboratories.
K1F lysis inhibition: inhibition of K1F phage lysis, E. coli UTI89, bacterial capsule biogenesis inhibitors, alamar blue (AID 488966); one-dose inhibition, % at 100 µM; IC50 in µM for titrated hits; E. coli UTI89 K1F phage lysis, alamar blue, 2 h; higher % means a stronger effect; 340,000 compounds, 0.02% hits;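 active means phage lysis inhibition, versus mean bacterial control, above a set limit; inconclusive means no clear call, values can overlap the other calls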;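 further: capsule biogenesis inhibitors block K1F phage lysis so surviving cells raise fluorescence; higher fluorescence means more inhibition of phage lysis; actives were called in the ten point dose series up to 300 µM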
Myeloid diff MLP: myeloid differentiation induction; ER-HoxA9 myeloid progenitors, lysozyme-GFP differentiation, flow cytometry; calls only at 10 µM; 360,000 compounds, 1% hits;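 active means normalized GFP-positive differentiation at or above the plate's own cutoff, the solvent-only control mean plus 3 SD; inconclusive means no clear call, values can overlap the other calls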;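 further: cells exposed to compound for four days before flow analysis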
Myeloid diff MLP GFP+ MAC1+ %: also measured in Myeloid diff MLP; calls as there; GFP+ MAC1+ double positive, %; measured here: differentiation confirmed by MAC1 staining
Active calls of the source: *; [ ] = dose if it differs, or a comment. A portion of the library; the hit share may differ from the screen's.

Preview:
Screening O=C(CN1c2cccc3cccc(c23)S1(=O)=O)NC1CCCCC1 returned K1F lysis inhibition 0.6%[50 µM], Myeloid diff MLP inactive and Myeloid diff MLP GFP+ MAC1+ % 0.5.
`CCOC(=O)C1=C(COC(=O)C2CC(=O)N(CCc3ccccc3)C2)NC(=O)NC1C` (stereo unspecified) gave K1F lysis inhibition 0.9%[50 µM], Myeloid diff MLP inactive and Myeloid diff MLP GFP+ MAC1+ % 0.7.

The list itself, from the first entry:
Screening O=C(CN1c2cccc3cccc(c23)S1(=O)=O)NC1CCCCC1 returned K1F lysis inhibition 0.6%[50 µM], Myeloid diff MLP inactive and Myeloid diff MLP GFP+ MAC1+ % 0.5.
`CCOC(=O)C1=C(COC(=O)C2CC(=O)N(CCc3ccccc3)C2)NC(=O)NC1C` (stereo unspecified) gave K1F lysis inhibition 0.9%[50 µM], Myeloid diff MLP inactive and Myeloid diff MLP GFP+ MAC1+ % 0.7.
For CCOC(=O)C1=C(COC(=O)CNC(=O)c2ccccc2F)NC(=O)NC1C (stereo unspecified) the results were K1F lysis inhibition 1.3%[50 µM], Myeloid diff MLP inactive and Myeloid diff MLP GFP+ MAC1+ % 1.3.
For NC(=O)c1ccc(NC(=O)COC(=O)/C=C/c2ccc(Br)o2)cc1 the results were K1F lysis inhibition 1.1%[50 µM], Myeloid diff MLP inactive and Myeloid diff MLP GFP+ MAC1+ % 0.3.
CCCN(C(=O)COc1ccc(C(C)=O)cc1OC)C1CCS(=O)(=O)C1 (stereo unspecified) was read as K1F lysis inhibition 1.0%[50 µM], Myeloid diff MLP inactive and Myeloid diff MLP GFP+ MAC1+ % 0.7.
For O=C(N1CCN(c2ncccn2)CC1)C12CC3CC(CC(C3)C1)C2 the results were K1F lysis inhibition -0.3%, Myeloid diff MLP inactive and Myeloid diff MLP GFP+ MAC1+ % 0.5.
O=C(c1ccc2nc[nH]c2c1)N1CCN(S(=O)(=O)c2cccc(Cl)c2)CC1 was read as K1F lysis inhibition 0.3%[50 µM], Myeloid diff MLP inactive and Myeloid diff MLP GFP+ MAC1+ % 2.1.
`O=C(CN1CCN(c2ccccn2)CC1)Nc1cccc(Br)c1` gave K1F lysis inhibition 0.3%, Myeloid diff MLP inactive and Myeloid diff MLP GFP+ MAC1+ % 1.0.
Oc1cccc(-c2nnc(-c3cccc(O)c3)nn2)c1 was read as K1F lysis inhibition -2.2%, Myeloid diff MLP inactive and Myeloid diff MLP GFP+ MAC1+ % 1.5.
For Cc1ccc(S(=O)(=O)N2CCOCC2)cc1NC(=O)CN1CCN(C)CC1 the results were K1F lysis inhibition 0.4%[50 µM], Myeloid diff MLP inactive and Myeloid diff MLP GFP+ MAC1+ % 0.4.
For CC1(c2nnc(-c3ccncc3)o2)CC(c2ccccc2)=NO1 (stereo unspecified) the results were K1F lysis inhibition 2.4%, Myeloid diff MLP inactive and Myeloid diff MLP GFP+ MAC1+ % 2.4.
COC(=O)[C@H](Cc1ccccc1)NCCCn1cnc(C(=O)Nc2ccc(C)c(C)c2)n1 was read as K1F lysis inhibition 0.1%, Myeloid diff MLP inactive and Myeloid diff MLP GFP+ MAC1+ % 0.4.
For O=C(Nc1ccccc1)c1nc[nH]c1C(=O)NCCN(CCNC(=O)c1[nH]cnc1C(=O)Nc1ccccc1)CCNC(=O)c1[nH]cnc1C(=O)Nc1ccccc1 the results were K1F lysis inhibition 0.2%, Myeloid diff MLP inactive and Myeloid diff MLP GFP+ MAC1+ % 1.6.
O=S(=O)(c1ccccc1F)N1CCN(CCOc2ccccc2)CC1 was read as K1F lysis inhibition 0.6%[50 µM], Myeloid diff MLP inactive and Myeloid diff MLP GFP+ MAC1+ % 0.2.
`COc1nnc(-c2ccc(C)c(S(=O)(=O)NC(C)C)c2)c2ccccc12` gave K1F lysis inhibition 0.1%, Myeloid diff MLP inactive and Myeloid diff MLP GFP+ MAC1+ % 0.5.
For O=C(c1ccccc1)c1ccc[nH]1 the results were K1F lysis inhibition -0.1%, Myeloid diff MLP inactive and Myeloid diff MLP GFP+ MAC1+ % 1.5.
For CCCCCCC(NC(=O)c1ccc(C)cc1)C(=O)O (stereo unspecified) the results were K1F lysis inhibition 0.2%, Myeloid diff MLP inactive and Myeloid diff MLP GFP+ MAC1+ % 2.1.
`O=C(CN1CCOCC1)Nc1nc(-c2ccc(Cl)cc2)cs1` gave K1F lysis inhibition 0.1%, Myeloid diff MLP inactive and Myeloid diff MLP GFP+ MAC1+ % 0.2.
`Cc1cc(NC(=O)CSc2nc(=O)n3cccc(C)c3n2)no1` gave K1F lysis inhibition 1.6%[50 µM], Myeloid diff MLP inactive and Myeloid diff MLP GFP+ MAC1+ % 0.6.
`COc1cc(NC(=O)CSc2nnc3ccccn23)cc(OC)c1` gave K1F lysis inhibition 0.4%[50 µM], Myeloid diff MLP inactive and Myeloid diff MLP GFP+ MAC1+ % 1.3.
For COc1cc(C(=O)COC(=O)C2CCN(c3ccc(C(F)(F)F)cn3)CC2)ccc1OC(F)F the results were K1F lysis inhibition 1.0%[50 µM], Myeloid diff MLP inactive and Myeloid diff MLP GFP+ MAC1+ % 0.5.
`C[C@@H](NC(=O)/C(C#N)=C/c1ccc(O)c(O)c1)c1ccccc1` gave K1F lysis inhibition 2.9%, Myeloid diff MLP inactive and Myeloid diff MLP GFP+ MAC1+ % 1.4.
`C[C@H](CO)N1C[C@H](C)[C@@H](CN(C)C(=O)Nc2ccc3c(c2)OCO3)Oc2c(NC(=O)C3CCCCC3)cccc2C1=O` gave K1F lysis inhibition -0.2%, Myeloid diff MLP inactive and Myeloid diff MLP GFP+ MAC1+ % 0.2.
O=C(CCCN1C(=O)NC2(CCCC2)C1=O)NCc1ccccc1 was read as K1F lysis inhibition 0.9%[50 µM], Myeloid diff MLP inactive and Myeloid diff MLP GFP+ MAC1+ % 0.9.
Screening CC(C)CN(C(=O)CCCc1nc2ccccc2c(=O)[nH]1)c1c(N)n(Cc2ccccc2)c(=O)[nH]c1=O returned K1F lysis inhibition 0.6%[50 µM], Myeloid diff MLP inactive and Myeloid diff MLP GFP+ MAC1+ % 0.1.
`Cc1cc(C(=O)CCC(=O)NCc2ccccc2F)c(C)s1` gave K1F lysis inhibition -0.3%[50 µM], Myeloid diff MLP inactive and Myeloid diff MLP GFP+ MAC1+ % 1.0.
Screening COc1ccc(CNC(=O)C[C@H]2C[C@H](C(=O)N3CCCCC3)[C@@]3(CCc4ccccc4)c4[nH]c5ccc(Cl)cc5c4CCN3C2=O)cc1OC returned K1F lysis inhibition -0.3%, Myeloid diff MLP inactive and Myeloid diff MLP GFP+ MAC1+ % 0.8.
`Cc1cccc(C(=O)OCC(=O)c2ccc3c(c2)OCCO3)c1O` gave K1F lysis inhibition 1.1%[50 µM], Myeloid diff MLP inactive and Myeloid diff MLP GFP+ MAC1+ % 0.5.
Cc1ccc2nc(SCC(=O)Nc3ccc(F)cc3F)nc(=O)n2c1 was read as K1F lysis inhibition 0.7%[50 µM], Myeloid diff MLP inactive and Myeloid diff MLP GFP+ MAC1+ % 0.7.
Screening CCOc1ccc(S(=O)(=O)N2CCCCC2)cc1NC(=O)CN1C(=O)NC(C)(c2ccc(C)cc2)C1=O (stereo unspecified) returned K1F lysis inhibition -0.6%[50 µM], Myeloid diff MLP inactive and Myeloid diff MLP GFP+ MAC1+ % 0.6.
For Cc1ccc(C)c(S(=O)(=O)N(C)c2ccc(OC(=O)CN3C(=O)NC4(CCCC4)C3=O)cc2)c1 the results were K1F lysis inhibition 0.8%[50 µM], Myeloid diff MLP inactive and Myeloid diff MLP GFP+ MAC1+ % 0.8.
Screening O=C1CCCC2=C1C(c1ccc(O)c(O)c1)Nc1ccc3ccccc3c12 (stereo unspecified) returned K1F lysis inhibition 1.6%, Myeloid diff MLP inactive and Myeloid diff MLP GFP+ MAC1+ % 0.7.
O=C(OCC(=O)N1CCN(S(=O)(=O)c2ccc(Cl)cc2)CC1)c1cccc(OC(F)F)c1 was read as K1F lysis inhibition 0.8%[50 µM], Myeloid diff MLP inactive and Myeloid diff MLP GFP+ MAC1+ % 1.2.
Screening COC(=O)c1ccccc1NC(=O)Cn1cnc2c1c(=O)n(C)c(=O)n2C returned K1F lysis inhibition 0.1%, Myeloid diff MLP inactive and Myeloid diff MLP GFP+ MAC1+ % 0.0.
Screening CC1(C)Cc2cccc(OCC(=O)OCC(=O)Nc3ccccc3)c2O1 returned K1F lysis inhibition 0.8%[50 µM], Myeloid diff MLP inactive and Myeloid diff MLP GFP+ MAC1+ % 0.8.
For CCc1cccc(OCC(=O)Nc2ccccc2N2CCCC2)c1 the results were K1F lysis inhibition 0.7%[50 µM], Myeloid diff MLP inactive and Myeloid diff MLP GFP+ MAC1+ % 0.5.
CC(=O)OCC1OC(n2cc(F)c(=O)[nH]c2=O)C(OC(C)=O)C1OC(C)=O (stereo unspecified) was read as K1F lysis inhibition 0.1% and Myeloid diff MLP inconclusive.
`O=C(CN1C(=O)NC(c2ccccc2)(c2ccccc2)C1=O)N1CCOCC1` gave K1F lysis inhibition 0.4%[50 µM], Myeloid diff MLP inactive and Myeloid diff MLP GFP+ MAC1+ % 1.7.
CCCOc1ccccc1N/C(=N\S(=O)(=O)c1ccc(C)cc1)Nc1nc(C)cc(C)n1 was read as K1F lysis inhibition 1.5%, Myeloid diff MLP inactive and Myeloid diff MLP GFP+ MAC1+ % 1.0.
`CCOC(=O)C1CCCN(C(=O)COc2ccc(C(=O)c3ccc(F)cc3)cc2)C1` (stereo unspecified) gave K1F lysis inhibition 0.1%[50 µM], Myeloid diff MLP inactive and Myeloid diff MLP GFP+ MAC1+ % 0.7.
Screening N#Cc1c(NCc2ccccc2)ccnc1Cl returned K1F lysis inhibition -0.8%, Myeloid diff MLP inactive and Myeloid diff MLP GFP+ MAC1+ % 0.1.
Screening CN(C)C(=O)c1ccc(NC(=O)COC(=O)/C=C/c2cccs2)cc1 returned K1F lysis inhibition 2.9%[50 µM], Myeloid diff MLP inactive and Myeloid diff MLP GFP+ MAC1+ % 0.8.
C=CCC[C@@H](Cc1ccc(F)cc1)C(=O)OC[C@H](C)NC(=O)[C@H](CC=C)CC(=O)N(CCO)Cc1ccccc1 was read as K1F lysis inhibition 0.6%, Myeloid diff MLP inactive and Myeloid diff MLP GFP+ MAC1+ % 2.6.
O=C(O)C(=Cc1ccccc1[N+](=O)[O-])c1ccccc1 was read as K1F lysis inhibition -1.0%, Myeloid diff MLP inactive and Myeloid diff MLP GFP+ MAC1+ % 11.1.
`COc1ccc(S(=O)(=O)N2CCN(c3nc(-c4cccnc4)nc4ccccc34)CC2)cc1` gave K1F lysis inhibition 0.3%[50 µM], Myeloid diff MLP inactive and Myeloid diff MLP GFP+ MAC1+ % 1.1.

Among those listed so far, these contain an aryl thioether with sulfur outside any ring.
`Cc1cc(NC(=O)CSc2nc(=O)n3cccc(C)c3n2)no1` gave K1F lysis inhibition 1.6%[50 µM], Myeloid diff MLP inactive and Myeloid diff MLP GFP+ MAC1+ % 0.6.
`COc1cc(NC(=O)CSc2nnc3ccccn23)cc(OC)c1` gave K1F lysis inhibition 0.4%[50 µM], Myeloid diff MLP inactive and Myeloid diff MLP GFP+ MAC1+ % 1.3.
Cc1ccc2nc(SCC(=O)Nc3ccc(F)cc3F)nc(=O)n2c1 was read as K1F lysis inhibition 0.7%[50 µM], Myeloid diff MLP inactive and Myeloid diff MLP GFP+ MAC1+ % 0.7.

(continued)
CN(C(=O)COC(=O)C12CC3CC(CC(C3)C1)C2)c1c(N)n(Cc2ccccc2)c(=O)[nH]c1=O was read as K1F lysis inhibition 0.5%[50 µM], Myeloid diff MLP inactive and Myeloid diff MLP GFP+ MAC1+ % 0.8.
`COCCn1cnnc1SCC(=O)Nc1ccc(N2CCCCC2)cc1` gave K1F lysis inhibition 0.6%[50 µM], Myeloid diff MLP inactive and Myeloid diff MLP GFP+ MAC1+ % 1.0.
For Cc1cc(C)c(S(=O)(=O)N2CCN(C(=O)c3ccc(-n4nc(C)c(Cl)c4C)cc3)CC2)c(C)c1 the results were K1F lysis inhibition -0.3%[50 µM], Myeloid diff MLP inactive and Myeloid diff MLP GFP+ MAC1+ % 1.3.
COc1ccc(NC(=O)CSc2nnc(-c3cccs3)n2N)cc1S(N)(=O)=O was read as K1F lysis inhibition 2.1%, Myeloid diff MLP inactive and Myeloid diff MLP GFP+ MAC1+ % 2.6.
For O=C(COC(=O)Cc1cccc(C(F)(F)F)c1)Nc1ccc2[nH]c(=O)[nH]c2c1 the results were K1F lysis inhibition 1.0%[50 µM], Myeloid diff MLP inactive and Myeloid diff MLP GFP+ MAC1+ % 0.8.
Screening CCn1c2ccccc2c2cc(NC(=O)C(C)OC(=O)c3ccc(NC(=O)CC#N)cc3)ccc21 (stereo unspecified) returned K1F lysis inhibition 0.1%[50 µM], Myeloid diff MLP inactive and Myeloid diff MLP GFP+ MAC1+ % 0.9.
`O=C(COC(=O)c1cncc(Br)c1)Nc1ccc(N2CCCCC2)cc1` gave K1F lysis inhibition 0.2%[50 µM], Myeloid diff MLP inactive and Myeloid diff MLP GFP+ MAC1+ % 0.2.
`CCOc1ccc(/C=C(/C#N)c2nnc(N3CCOCC3)n2-c2ccccc2)cc1OC` gave K1F lysis inhibition 0.0%, Myeloid diff MLP inactive and Myeloid diff MLP GFP+ MAC1+ % 0.8.
`CCn1c(SCc2nc3ccccc3s2)nc2cc(S(=O)(=O)N3CCOCC3)ccc21` gave K1F lysis inhibition 0.0%, Myeloid diff MLP inactive and Myeloid diff MLP GFP+ MAC1+ % 0.5.
